ATG4B inh: ATG4B protease inhibitors, primary screen, biochemical, fluorescence, uHTS | ATG4B cleavage of LC3-PLA2, NBD-HPC fluorescence, 1 h | inhibition, % at 8.33 µM | 0.51% of 340,000 active | AID 504462, 2011; in the data active = inhibition above about 40%
Target sequence (Q9Y4P1 whole entry, looked up): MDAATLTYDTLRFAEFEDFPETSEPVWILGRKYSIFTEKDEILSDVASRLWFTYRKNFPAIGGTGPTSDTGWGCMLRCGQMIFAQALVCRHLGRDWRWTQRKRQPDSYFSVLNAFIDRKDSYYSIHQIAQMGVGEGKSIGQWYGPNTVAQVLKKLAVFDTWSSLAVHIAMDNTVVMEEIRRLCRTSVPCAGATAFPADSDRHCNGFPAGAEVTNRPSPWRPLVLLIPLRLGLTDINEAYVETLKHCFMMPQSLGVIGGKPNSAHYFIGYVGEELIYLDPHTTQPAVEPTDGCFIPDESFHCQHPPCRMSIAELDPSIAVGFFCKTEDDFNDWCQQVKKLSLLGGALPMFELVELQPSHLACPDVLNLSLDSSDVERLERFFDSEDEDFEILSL
MPTP block: mitochondrial permeability transition pore inhibitors, primary screen, biochemical, isolated mouse mitochondria, absorbance | inhibition, % at 10 µM | AID 602449, 2012 | 1.4% of 360,000 active | Ca2+ swelling absorbance, 30 min;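 active = inhibition of 50% or more, scaled per plate between neutral and stimulator controls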;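 note: 0% = DMSO wells given calcium and 100% = 1 mM EGTA wells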
Active calls of the source: *. The list is partial; count on the stated rates, not on these rows.

structure | MPTP block | ATG4B inh
O=C(O)c1cccc2c1Oc1ccccc1S2(=O)=O | -0.6 | 4
C#CCOCCOCCOCCNc1nc(N2CCN(C(=O)[C@H]([C@@H](C)CC)n3cc(CCC(=O)O)nn3)CC2)nc(N2CCN(C(=O)[C@H](Cc3ccc(O)cc3)n3cc(CCO)nn3)CC2)n1 | -0.2 | -9
CC(C)(C)OC(=O)N1CCC(C(=O)Nc2cccc(C(=O)NC3CC3)c2)CC1 | 0.7 | -9
Nc1nccc(SCc2ccc(Cl)cc2Cl)n1 | -0.2 | -3
Cc1ccc(Nc2nc(N)nc(CN3CCN(Cc4ccc5c(c4)OCO5)CC3)n2)cc1C | 0.0 | -5
N=c1c2ccccc2nnn1-c1ccccc1[N+](=O)[O-] | 0.1 | 3
O=[N+]([O-])c1ccc2cc[nH]c2c1 | -1.4 | -6
CC(=O)Nc1ccc(C(=O)Nc2cc(S(=O)(=O)N3CCOCC3)ccc2N2CCOCC2)cc1 | -1.1 | 3
O=C(Cc1ccc(NC(=O)C2CCN(C(=O)C3CC3)CC2)cc1)Nc1ccc(C(=O)N2CCOCC2)cc1 | -0.2 | 1
CCn1c(C)cc(/C=C2/NC(=O)N(CC(=O)Nc3cccc(C)c3)C2=O)c1C | 1.2 | 11
CC(=O)SC1CC(=O)C=C2CCC3C4CCC(=O)OC4(C)CCC3C21C (configuration not stated) | 0.2 | -9
COc1ccc(C(=O)NNC(=O)c2cccc3ccccc23)cc1 | -0.2 | 4
CCOc1cc(N2CCOCC2)c(OCC)cc1NC(=O)CN1C(=O)NC(C)(c2ccc(OC)cc2)C1=O (configuration not stated) | -2.4 | -42
COc1ccc(C=CC(=O)C=CC=Cc2ccccc2)cc1 | -0.4 | -3
COc1cccc(OCc2nn3c(=O)c(-c4ccccc4)nnc3s2)c1 | 1.1 | -8
O=[N+]([O-])c1ccc2c(c1)c(-c1ccccc1)nc1nncn12 | -0.8 | -11
O=[N+]([O-])c1ccccc1N=Nc1c(O)[nH]c2ccc(F)cc12 | 1.2 | 0
CCCC(C(=O)O)N1C(=O)/C(=C/c2cccn2C)SC1=S (configuration not stated) | 1.4 | 11
CC1=CC(C)C2(COC(c3ccc[n+](C)c3)OC2)C(C)C1 (configuration not stated) | 0.2 | -3
CCCc1nc2sc3ccccc3c(=O)c2c(=O)n1Cc1ccco1 | 0.1 | 2
COc1ccc(C2C(C)C(=O)C(C)C(c3ccc(OC)cc3)N2N=O)cc1 (configuration not stated) | 0.6 | 1
COc1ccc(CCNC(=O)c2ccc(NC(=O)CC3SC(N4CCCCC4)=NC3=O)cc2)cc1OC (configuration not stated) | -1.1 | -14
CSCCC(NS(=O)(=O)c1ccc(Cl)cc1)C(=O)N1CCN(c2ccccc2)CC1 (configuration not stated) | -0.2 | -7
Clc1ccc2nc(CSc3nnc(-c4c[nH]c5ccccc45)o3)cn2c1 | 6.7 | 4
N=C1C=CC(=C(c2ccc(N)cc2)c2ccc(N)cc2)C=C1 | 33 | -2
O=C(O)COc1ccc(Cl)cc1C1CCCCC1 | -0.4 | 3
CCCCC(c1nnnn1CCOC)N1CCN(C(=O)c2ccco2)CC1 (configuration not stated) | -1.0 | -1
O=C(Nc1c[nH]c(=O)[nH]c1=O)OCc1ccccc1 | -1.0 | 1
O=S(=O)(c1ccc(F)cc1)N1CCN(C(=S)NC2CC2)CC1 | -2.3 | 3
O=C(CCSCCC(=O)NN=Cc1ccc(F)cc1)NN=Cc1ccc(F)cc1 | 0.4 | -6
Cc1cccn2c(=O)c3cc(C(=O)NCCCn4ccnc4)n(C)c3nc12 | 0.1 | 9
Nc1nc(SCc2ccccn2)c2ncn(C3CCCC3)c2n1 | 0.4 | -7
O=C(C=Cc1ccccc1)c1c[nH]c2ccccc2c1=O | 0.9 | 5
Nc1ccc(CSc2ccc(Cl)cc2)c(Cl)c1 | -0.9 | 15
COc1ccc(CCN(C)C2CCCN(S(=O)(=O)N(C)C)C2)cc1OC (configuration not stated) | 0.3 | 9
Cc1cccc(-n2nc3c(c2NC(=O)c2ccc(S(=O)(=O)N4CCOCC4)cc2)CSC3)c1C | -0.6 | -3
CSC1(SC2=NCCN2)SC2(NCCN2)S1 | 0.4 | -3
S=c1ncc2[nH]c(=S)[nH]c2[nH]1 | -0.4 | -4
CNc1nc(Cl)nc2ncn(C)c12 | -0.4 | -11
CC12C=CC(=O)C=C1CCC1C2C(O)CC2(C)C1CCC2(O)C(=O)CO (configuration not stated) | -2.0 | -1
CN(C)c1ccc(/C=N/Nc2nncc3ccccc23)cc1 | 0.8 | 3
Cn1c(=O)oc2ccccc2c1=O | -1.1 | -5
O=C(COC(=O)c1ccccc1Cc1ccccc1)Nc1ccc(SC(F)F)cc1 | 5.0 | 9
CCCCCC(=O)Nc1cc(S(=O)(=O)O)cc2cc(S(=O)(=O)O)cc(O)c12 | -0.8 | 43*
COCCN(CC(=O)Nc1cccc(C)c1C)C(=O)C1CCN(S(=O)(=O)c2ccccc2)CC1 | 0.0 | -5
Clc1ccc(C[n+]2csc3ccccc32)cc1 | -9.5 | -9
O=P1(O)Cc2ccccc2-c2ccccc21 | -1.2 | 0
O=C1NC(=O)N2CCSC2(Cc2ccccc2)N1 (configuration not stated) | -2.3 | 2

Some of the entries so far, with values under each structure.
Sequence of screens – MPTP block	ATG4B inh
CCOc1cc(N2CCOCC2)c(OCC)cc1NC(=O)CN1C(=O)NC(C)(c2ccc(OC)cc2)C1=O (configuration not stated)
→ -2.4	-42
COc1ccc(C=CC(=O)C=CC=Cc2ccccc2)cc1
→ -0.4	-3
COc1cccc(OCc2nn3c(=O)c(-c4ccccc4)nnc3s2)c1
→ 1.1	-8
O=[N+]([O-])c1ccc2c(c1)c(-c1ccccc1)nc1nncn12
→ -0.8	-11
O=[N+]([O-])c1ccccc1N=Nc1c(O)[nH]c2ccc(F)cc12
→ 1.2	0
CCCC(C(=O)O)N1C(=O)/C(=C/c2cccn2C)SC1=S (configuration not stated)
→ 1.4	11
CC1=CC(C)C2(COC(c3ccc[n+](C)c3)OC2)C(C)C1 (configuration not stated)
→ 0.2	-3
CCCc1nc2sc3ccccc3c(=O)c2c(=O)n1Cc1ccco1
→ 0.1	2
COc1ccc(C2C(C)C(=O)C(C)C(c3ccc(OC)cc3)N2N=O)cc1 (configuration not stated)
→ 0.6	1
COc1ccc(CCNC(=O)c2ccc(NC(=O)CC3SC(N4CCCCC4)=NC3=O)cc2)cc1OC (configuration not stated)
→ -1.1	-14
CSCCC(NS(=O)(=O)c1ccc(Cl)cc1)C(=O)N1CCN(c2ccccc2)CC1 (configuration not stated)
→ -0.2	-7
Clc1ccc2nc(CSc3nnc(-c4c[nH]c5ccccc45)o3)cn2c1
→ 6.7	4
N=C1C=CC(=C(c2ccc(N)cc2)c2ccc(N)cc2)C=C1
→ 33	-2
O=C(O)COc1ccc(Cl)cc1C1CCCCC1
→ -0.4	3
CCCCC(c1nnnn1CCOC)N1CCN(C(=O)c2ccco2)CC1 (configuration not stated)
→ -1.0	-1
O=C(Nc1c[nH]c(=O)[nH]c1=O)OCc1ccccc1
→ -1.0	1
O=S(=O)(c1ccc(F)cc1)N1CCN(C(=S)NC2CC2)CC1
→ -2.3	3
O=C(CCSCCC(=O)NN=Cc1ccc(F)cc1)NN=Cc1ccc(F)cc1
→ 0.4	-6
Cc1cccn2c(=O)c3cc(C(=O)NCCCn4ccnc4)n(C)c3nc12
→ 0.1	9
Nc1nc(SCc2ccccn2)c2ncn(C3CCCC3)c2n1
→ 0.4	-7
O=C(C=Cc1ccccc1)c1c[nH]c2ccccc2c1=O
→ 0.9	5
Nc1ccc(CSc2ccc(Cl)cc2)c(Cl)c1
→ -0.9	15
COc1ccc(CCN(C)C2CCCN(S(=O)(=O)N(C)C)C2)cc1OC (configuration not stated)
→ 0.3	9
Cc1cccc(-n2nc3c(c2NC(=O)c2ccc(S(=O)(=O)N4CCOCC4)cc2)CSC3)c1C
→ -0.6	-3
CSC1(SC2=NCCN2)SC2(NCCN2)S1
→ 0.4	-3
S=c1ncc2[nH]c(=S)[nH]c2[nH]1
→ -0.4	-4

Later entries.
structure | MPTP block | ATG4B inh
COc1cc(-c2nnc(-c3cc(-c4ccccc4)nc4ccccc34)o2)cc(OC)c1OC | 1.3 | -7
CC1=CC(=O)N(c2cccc3c(N4C(=O)C=C(C)C4=O)cccc23)C1=O | 0.6 | 17
COc1ccc(S(=O)(=O)NCc2nc3nc(C)cc(C)n3n2)cc1 | -0.9 | -4
NC(=O)c1ncn([C@@H]2O[C@H](CNC(=O)[C@@H](N)Cc3cccnc3)[C@@H](O)[C@H]2O)n1 | 2.1 | -1
Cc1ccc(S(=O)(=O)N(C)c2ccc(OC(=O)CN3C(=O)NC(C)(c4ccccc4)C3=O)cc2)cc1C (configuration not stated) | -0.7 | -9
CC(C)CSc1ccc(S(=O)(=O)NCC(=O)O)cc1[N+](=O)[O-] | 2.5 | -5
O=C(Nc1cccc(C(=O)N2CCCCC2)c1)C1CC1 | -0.7 | -4
COC(=O)C1=C(C(=O)OC)N2C=CC=CC2(C)C(C(=O)OC)=C1C(=O)OC (configuration not stated) | 0.2 | 3
Cc1ccc(N=C2NC(=O)/C(=C/c3cn(C)c4ccccc34)S2)cc1C | 6.0 | 8
COc1ccc(NC2CCCN(C(=O)CCN3CCOCC3)C2)cc1 (configuration not stated) | -1.3 | -7
COc1ccc(C(=O)Nc2cccc(/C=C(/CCC(=O)O)c3nc4ccccc4s3)c2)cc1 | 1.8 | 30
O=C(Nc1nc2cc3c(cc2s1)OCO3)c1ccco1 | 1.4 | 7

Compound profiles, as listed above.
Record of NC(=O)c1ncn([C@@H]2O[C@H](CNC(=O)[C@@H](N)Cc3cccnc3)[C@@H](O)[C@H]2O)n1 : MPTP block = 2.1; ATG4B inh = -1
Record of COc1ccc(CCNC(=O)c2ccc(NC(=O)CC3SC(N4CCCCC4)=NC3=O)cc2)cc1OC (configuration not stated) : MPTP block = -1.1; ATG4B inh = -14

Going on with the list:
structure | MPTP block | ATG4B inh
OC(c1ccccn1)C(O)c1ccccn1 (configuration not stated) | 0.3 | 2
CC(=O)N[C@H]1[C@H]([C@H](O)[C@H](O)CO)O[C@](O)(C(=O)O)C[C@@H]1O | -0.2 | -7
OCCn1cnc2c(SCc3ccccc3)ncnc21 | 0.4 | -1
CN(Cc1ccccc1)C(=O)c1ccc(NC(=O)Cc2ccc(NC(=O)C3CCN(C(=O)C4CCCCC4)CC3)cc2)cc1 | 0.2 | -9
CCOc1ccc(S(=O)(=O)N2CCCCC2)c(C)c1C | 2.2 | -3
Nc1cccc2c(O)cc(S(=O)(=O)O)cc12 | 4.6 | 8
Cc1ccc(Cn2ccc(NC(=O)c3cc(-c4ccc5c(c4)OCO5)on3)n2)cc1 | -0.6 | 3
O=C1C(=O)c2ccccc2C(O)=C1CC=C(Cl)Cl | 2.5 | 4
O=S(=O)(Oc1ccccc1-c1ccccc1)c1ccccc1 | 0.3 | 29
O=C(Nc1ccc(N2CCOCC2)cc1)c1ccc(S(=O)(=O)N2CCCCC2)cc1 | -0.5 | 5
Cc1cn(CC(=O)NCCNc2ccc([N+](=O)[O-])cn2)c(=O)[nH]c1=O | 1.5 | -6
O=S1(=O)N=C(N(CCO)/N=C/C=C/c2ccccc2)c2ccccc21 | 3.9 | 25
COc1ccc(C(=O)c2ccc(Cl)cc2)c(OC)c1OC | -1.3 | 3
COc1cccc(NC(=O)CN(C)C(=O)c2cccc(NS(=O)(=O)c3ccc(Br)cc3)c2)c1 | -0.9 | -22
CCCCC(=O)Nc1ccc2c(c1)nc1n2CCN(CCOC)C1 | -0.1 | -18
COc1cc(C2C(C#N)=C(N)OC3=C2C(=O)CCC3)c([N+](=O)[O-])cc1OC (configuration not stated) | 1.5 | -1
Cc1ccc2cc(CN(Cc3nnnn3C3CCCC3)C3CCCCC3)c(=O)[nH]c2c1C | -0.7 | -11
CC(C)(C)OC(=O)N(CCc1ccccc1)Cc1ccc(OCc2cccc(NC(=O)C3CCC3)c2)cc1 | 0.6 | -2
COc1ccc(-c2cc(C(=O)N3CCN(c4ccccn4)CC3)c3ccccc3n2)cc1 | -3.5 | -5
O=C1C=CC(=O)N1Cc1ccccn1 | -1.4 | 5
O=C1CCCCCN1C(=O)c1ccccc1 | -0.8 | -3
CCC(C)Cn1cnc2c(SCc3ccccn3)nc(N)nc21 (configuration not stated) | -1.0 | -5
O=C1CSC(=S)N1N=Cc1c(O)ccc2ccccc12 | -0.8 | -4
O=C1NC2(c3ccccc3)NC(=O)NC2(c2ccccc2)N1 (configuration not stated) | -1.8 | -4
CCCCN(c1ccccc1)S(=O)(=O)c1cccc(C(=O)Nc2c(C)n(C)n(-c3ccccc3)c2=O)c1 | -0.6 | -7
Cc1ccc(NC(=O)N(C)c2ccccc2)cc1 | -0.4 | -10
Cc1ccc(C(=O)N2CCc3ccccc32)cc1C | 0.6 | 13
Nc1ncc(C(=O)O)c(-c2ccccc2)n1 | -2.8 | 1
CC(=O)Nc1c(C)ccc([N+](=O)[O-])c1C | -0.4 | 1
COc1ccc(S(=O)(=O)N(C)C[C@H]2Oc3ccc(NS(=O)(=O)c4cccs4)cc3C(=O)N([C@H](C)CO)C[C@@H]2C)cc1 | 0.6 | -6
COC(=O)CN1C(=S)N(c2ccc(OC)cc2)C(=O)/C1=C/c1ccc(N2CCOCC2)cc1 | 4.1 | 0
COc1cc(NC(=O)c2cnn3c(C)cc(C)nc23)c(OC)cc1Cl | -1.0 | -4
c1ccc(C2OCCN2c2ccccc2)cc1 (configuration not stated) | 1.4 | 1
COc1ccc(NC(=S)N2CCC(C(=O)c3ccc(Cl)cc3)CC2)cc1 | -0.4 | 2
S=c1sc2c(Cl)ncnc2n1-c1ccccc1 | -1.1 | -2
CC1(C)NC(=S)NC1=S | 0.5 | 2
